# Screening results from PubChem BioAssay.
# Casp6 inh = human caspase-6 inhibitors, primary screen, biochemical, VEID-R110 fluorescence, single point, set 2; AID 686996, 2013; inhibition, % at 12.5 µM; P55212; 0.53% of 350,000 active; purified caspase-6, Z-VEID-R110 cleavage fluorescence;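 active = mean inhibition across replicates at least about 35%, with every replicate also reaching that limit, limit read from the data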;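 note: 0% = median of neutral control wells and 100% = no fluorescence left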
# Target sequence (P55212 24-179 limits assumed): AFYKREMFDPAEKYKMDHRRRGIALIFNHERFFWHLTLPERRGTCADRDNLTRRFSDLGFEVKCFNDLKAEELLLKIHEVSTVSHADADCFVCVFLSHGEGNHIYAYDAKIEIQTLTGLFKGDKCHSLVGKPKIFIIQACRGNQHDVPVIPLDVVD
# Target sequence (P55212 194-293 limits assumed): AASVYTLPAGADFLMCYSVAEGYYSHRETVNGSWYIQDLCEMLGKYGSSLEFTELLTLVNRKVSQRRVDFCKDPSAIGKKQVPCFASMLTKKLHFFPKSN
# esBAF inh = Bmi1 luciferase reporter increase in mESCs, primary screen, esBAF inhibitor project, mouse ES cells, Bmi1 luciferase knock-in, single point; 24 h; 100% = twice the neutral-well signal; reporter increase, % at 12.5 µM; 2% of 350,000 active; in the data active = activation above about 40%;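 note: 0% = median of the plate's neutral control wells and 100% = double that signal; a rise in the Bmi1 reporter signal indicates esBAF inhibition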
# SIRT5 block = SIRT5 desuccinylase inhibitors, primary screen, biochemical, fluorescence imaging, single point, set 5 | inhibition, % at 15 µM | Purified SirT5, succinyl-peptide AMC, trypsin-coupled fluorescence | 1.1% of 330,000 active; in the data active = inhibition above about 15%
# Target sequence (Q9NXA8 whole entry, looked up): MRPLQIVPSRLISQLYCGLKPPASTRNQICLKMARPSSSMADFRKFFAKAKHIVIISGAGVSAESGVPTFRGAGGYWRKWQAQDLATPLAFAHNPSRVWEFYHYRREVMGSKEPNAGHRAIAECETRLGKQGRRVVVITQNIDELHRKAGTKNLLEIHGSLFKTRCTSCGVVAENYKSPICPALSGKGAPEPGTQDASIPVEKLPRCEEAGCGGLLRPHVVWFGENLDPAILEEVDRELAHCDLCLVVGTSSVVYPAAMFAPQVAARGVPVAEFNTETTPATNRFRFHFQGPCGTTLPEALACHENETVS
# S100A4 MyoIIA = inhibitors of S100A4-myosin IIA peptide binding, primary screen, biochemical, fluorescence polarization, TAMRA-MyoIIA peptide | inhibition, % at 10.7 µM | 0.14% of 360,000 active | AID 652163, 2013;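 active = mean inhibition of at least 70% across replicates, with every replicate also reaching that level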
# Target sequence (P26447 whole entry, looked up): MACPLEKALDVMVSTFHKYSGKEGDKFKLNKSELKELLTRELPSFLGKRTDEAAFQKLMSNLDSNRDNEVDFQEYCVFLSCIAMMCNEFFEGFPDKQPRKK
#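 incubation = readout 5 min after mixing, signal stable up to 60 min | system = S100A4 monomer protein | buffer or medium = HEPES pH 7.2 with CaCl2, KCl, NaCl, DTT, Triton | benchmarks = neutral control DMSO, positive control TFP | also added = fluorescent myosin IIA peptide, 5 nM | compound dosing = one concentration per compound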
# C2C12 statin = suppressors of statin myotoxicity in C2C12 myotubes, primary screen, cell-based, single point, plate reader; C2C12 myotubes + simvastatin, ATP luminescence, 48 h; scaled: DMSO 0, geranylgeraniol control 100; rescue of ATP level, % at 7.49 µM; 0.78% of 330,000 active;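 active = mean ATP rescue above about 67%, or every replicate alone reaching that limit, limit read from the data, passing the limit was not always enough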;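 note: myotubes were challenged with 10 µM simvastatin during compound exposure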
# FN deposit inh = inhibitors of fibronectin matrix deposition, primary screen, AH1F cells, Alexa488-fibronectin fluorescence, plate reader | 0.086% of 350,000 active | AID 743247, 2014 | inhibition, % at 12.6 µM | AH1F fibroblasts, overnight;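 active = mean inhibition across replicates of 30% or more, regardless of how many single replicates reach that level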;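 note: positive control wells lacked labelled fibronectin entirely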
#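 Measured by – fluorescence 485/525 nm · System – AH1F fibroblast monolayer, labelled fibronectin deposition · Amount – 10000 cells per well · Buffer or medium – serum-reduced DMEM (2% serum) · Doses – single dose, pinned · Also added – fluorescent fibronectin at 24 nM final · Schedule – 1 h cell attachment, overnight exposure to compound and label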
# LGR2 antag = inhibitors of bursicon-induced LGR2 CRE-luciferase signal, primary screen, cell-based, HEK293, CRE-luciferase reporter, bursicon stimulation; Drosophila bursicon receptor LGR2 (rickets); bursicon-stimulated, 4 h; inhibition, % at 9.99 µM; 0.35% of 380,000 active; AID 720647, 2013;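 active = drop in luminescence signal, shown as inhibition above about 50% in the replicate tests, limit read from the data, passing the limit was not always enough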;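 note: agonist challenge used bursicon conditioned medium at about half maximal strength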
# The depositor's hits bear a star; x = no result given. A portion of the library; the hit share may differ from the screen's.
SMILES,Casp6 inh,esBAF inh,SIRT5 block,S100A4 MyoIIA,C2C12 statin,FN deposit inh,LGR2 antag
COC(=O)c1cc(NC(=O)c2ccoc2C)cc(C(=O)OC)c1,x,2.3,x,x,15.0,1.7,x
COc1ccc(C(C)(C)C)cc1NC(=O)COC(=O)CN1C(=O)NC2(CCCCC2C)C1=O (stereo not drawn),2.5,-7.0,x,0.0,2.4,-0.7,6.7
O=C(Nc1ccc(S(=O)(=O)N2CCCC2)cc1)c1cnccn1,-2.2,12.0,-3.0,-30.3,-4.0,-0.3,-10.0
C=CCn1c(C(C)NC(=O)c2cccc(C)c2)n[nH]c1=S (stereo not drawn),-3.7,x,-0.1,-17.4,x,8.1,1.8
CN(C)S(=O)(=O)c1cccc(NC(=S)NC2CCCCC2)c1,1.0,0.1,-2.3,-31.9,-5.9,x,23.3
Cc1ccc(S(=O)(=O)N(C)C[C@@H]2Oc3ccc(NC(=O)C4CCCCC4)cc3CC(=O)N([C@@H](C)CO)C[C@H]2C)cc1,-0.8,0.7,-0.4,1.0,11.7,17.1,-5.7
COc1cc(CCC(=O)N2CC(C)OC(C)C2)cc(OC)c1OC (stereo not drawn),-1.8,x,-0.2,0.2,x,-0.1,1.5
CN1CCN(S(=O)(=O)c2ccc3ccccc3c2)CC1,-5.0,-5.0,x,0.1,1.2,7.5,14.8
COc1ccc(S(=O)(=O)NC2CCSc3ccccc32)cc1OC (stereo not drawn),2.9,5.5,0.2,-23.2,8.4,-3.8,8.2
C[C@@H]1CN([C@H](C)CO)C(=O)c2cc(C#CC3CCCCC3)cnc2O[C@H]1CN(C)S(=O)(=O)c1ccc(F)cc1,-0.7,-7.1,-2.2,-8.5,3.8,-8.8,15.6
COc1ccc(C(CNC(=O)c2ccc(Br)o2)N2CCN(C)CC2)cc1 (stereo not drawn),-0.8,3.2,4.5,-2.0,7.6,-2.6,2.3
Cc1cc(C(C2C(=O)CC(C)(C)CC2=O)C2C(=O)CC(C)(C)CC2=O)cc(C)c1OC(F)F,1.4,0.1,0.1,-0.9,0.5,-2.7,-7.8

# Overlap with the part before: three compounds, then new ones.
SMILES,Casp6 inh,esBAF inh,SIRT5 block,S100A4 MyoIIA,C2C12 statin,FN deposit inh,LGR2 antag
C[C@@H]1CN([C@H](C)CO)C(=O)c2cc(C#CC3CCCCC3)cnc2O[C@H]1CN(C)S(=O)(=O)c1ccc(F)cc1,-0.7,-7.1,-2.2,-8.5,3.8,-8.8,15.6
COc1ccc(C(CNC(=O)c2ccc(Br)o2)N2CCN(C)CC2)cc1 (stereo not drawn),-0.8,3.2,4.5,-2.0,7.6,-2.6,2.3
Cc1cc(C(C2C(=O)CC(C)(C)CC2=O)C2C(=O)CC(C)(C)CC2=O)cc(C)c1OC(F)F,1.4,0.1,0.1,-0.9,0.5,-2.7,-7.8
C[C@@H]1CCCCO[C@H](CN(C)C)[C@H](C)CN([C@H](C)CO)C(=O)c2cc(NS(=O)(=O)c3cn(C)cn3)ccc2O1,-3.6,x,-0.9,-9.0,x,0.2,9.6
COc1ccccc1CN1[C@@H]2CN(C(=O)C3CCC3)c3ccccc3[C@@H]2[C@@H]1CO,x,2.5,x,x,5.6,-13.2,4.1
CO[C@@H]1CN(C)C(=O)c2ccc(NC(=O)c3cccc(F)c3)cc2OC[C@@H](C)N(CC2CC2)C[C@@H]1C,0.3,4.5,3.0,2.2,-13.8,-0.9,-3.6
Cc1ccccc1-n1c(Cc2cccs2)n[nH]c1=S,5.7,2.0,-2.9,-1.7,-5.6,x,14.5
N#Cc1cccc(NC(=O)CNc2cccc(S(=O)(=O)N3CCCC3)c2)c1,-0.8,7.1,-1.9,-3.5,-6.1,-6.0,20.7
N#C[C@H]1[C@@H](c2ccccc2-c2ccc(F)cc2)[C@@H](CO)N1C(=O)NC1CCCC1,30.6,x,2.4,0.4,x,4.7,-17.5
Cc1cc(NC(=O)CCC(=O)N(CC(=O)NC2CCCC2)Cc2ccco2)no1,x,-12.2,x,x,1.9,-1.7,x
CCN(CC)C(=O)C1=C(C)N(CCC2=CCCCC2)C(=O)C(CC(=O)NCCc2ccccn2)C1 (stereo not drawn),-0.1,-3.2,6.4,0.4,-6.9,1.1,20.4
Cc1ccc(S(=O)(=O)Nc2ccc3c(c2)C(=O)N([C@H](C)CO)C[C@@H](C)[C@H](CN(C)S(C)(=O)=O)O3)cc1,4.9,-2.1,0.1,0.5,x,-7.2,-2.2
CCOC(=O)SC1=N/C(=C\c2ccc(N(C)C)cc2)C(=O)S1,6.7,3.1,-13.9,-8.3,-1.8,x,1.7
COCC(=O)Nc1ccc2c(c1)C(=O)N(C)C[C@H](OC)[C@@H](C)CN(C(=O)c1ccncc1)[C@H](C)CO2,0.1,1.3,-2.2,7.5,-0.6,1.8,6.6
COc1cc(NC(=S)Nc2ccc3c(c2)OCCO3)cc(OC)c1OC,-0.1,2.7,-2.3,0.0,7.6,-0.9,-90.2
COc1cc2c(cc1OC)CN(C(=O)c1ccc(OC)c(S(=O)(=O)N3CCCC3)c1)CC2,1.6,18.8,1.8,-2.3,3.6,-2.2,4.8
Cc1[nH]c2ccccc2c1C(=O)C(=O)N1c2ccccc2CC1C (stereo not drawn),-3.2,x,4.5,6.5,x,-1.0,2.9
CCCNC(=O)Nc1ccc2c(c1)OC[C@@H](C)N(Cc1ccncc1)C[C@H](C)[C@@H](OC)CN(C)C2=O,-5.1,-3.0,-0.9,-3.9,-12.6,-7.5,3.5
CC(=O)N1C[C@@H]2[C@H](c3ccccc31)[C@H](CO)N2C(=O)c1ccc(F)cc1,0.3,-1.3,-1.1,-38.0,2.6,x,8.8
O=C(N/N=C/c1cccnc1)c1cc(O)c(O)c(O)c1,41.1*,x,4.9,-3.8,x,1.6,7.3
O=C(COC(=O)CCc1nc2ccccc2c(=O)[nH]1)Nc1ccc(OC(F)(F)F)cc1,-2.5,-1.5,0.8,0.3,-4.4,1.1,13.9
Cc1cc(S(=O)(=O)NC[C@H]2O[C@@H](n3cnc4c(N)ncnc43)[C@H](O)[C@@H]2O)c(C)s1,7.8,1.4,4.9,0.6,-5.3,2.1,-8.4
COc1cccc2[nH]c3c(Cl)ncnc3c12,0.5,-2.0,-11.1,-3.8,5.6,-2.5,11.5
COc1ccc(-c2nnc(SCc3nnc(-c4cccs4)o3)n2CC2CCCO2)cc1 (stereo not drawn),2.5,x,-1.7,9.4,x,8.0,0.5
CCOc1ccc(NC(=O)CN2C(=O)CSC2=O)cc1,-2.4,x,-2.0,-3.3,x,-6.3,x
Cc1ccc2c(CN3CCCc4ccccc43)cc(=O)oc2c1C,x,13.9,x,x,19.2,2.8,x
Cc1ccc(NC(=O)C(Cc2ccccc2)N2C(=O)C3C4CCC(C4)C3C2=O)cc1Cl (stereo not drawn),x,-4.0,x,x,-53.9,-10.7,x
C[C@H]1CN([C@@H](C)CO)S(=O)(=O)c2ccc(C#CCN(C)C)cc2O[C@H]1CN(C)C(=O)C1CCCCC1,-0.7,-4.1,4.4,12.6,4.0,-0.1,-23.8
Cc1c(NC(=O)c2cc(-c3cccs3)on2)c(=O)n(-c2ccccc2)n1C,4.0,x,-0.3,-4.0,x,x,x
Clc1cccc(CN2CCN(Cc3nc(CCc4ccccc4)no3)CC2)c1,0.6,4.9,-2.1,-3.8,-3.5,-9.7,-5.9
CCCNC(=O)[C@H]1[C@H](CO)[C@H]2Cn3c(cccc3=O)[C@@H]1N2Cc1cc(F)ccc1F,-1.5,-10.5,8.0,5.0,-5.6,x,14.7
Cn1nc(C(=O)Nc2sc3c(c2C#N)CCCC3)ccc1=O,0.2,x,-5.4,1.1,x,-0.8,-30.6
O=C(Cc1nn[nH]n1)c1ccccc1O,3.4,x,-2.5,-5.5,x,x,7.1
CC(C)(C)NC(=S)N/N=C\c1ccc(-c2ccc([N+](=O)[O-])cc2)o1,-1.1,-14.2,4.3,-3.9,13.0,-5.7,-22.3
C[C@@H]1CN([C@H](C)CO)C(=O)CCCn2nncc2CO[C@H]1CN(C)C(=O)Nc1ccccc1F,0.4,2.5,-1.6,21.8,-5.2,-1.1,-5.1
CCOc1ccc(CCNC(=O)COC(=O)c2cccnc2OCC)cc1OCC,x,0.9,x,x,41.0,x,0.6
COc1ccc(-c2ccc3n(c2=O)C[C@H]2[C@H](CO)[C@@H](C(=O)NC4Cc5ccccc5C4)N[C@@H]32)cc1,8.0,0.8,-25.9,-81.0,42.3,x,-3.4
CO[C@@H]1CN(C)C(=O)c2ccc(NC(=O)C3CCCCC3)cc2OC[C@H](C)N(C(=O)c2ccccc2)C[C@H]1C,0.9,-4.6,-1.4,3.2,16.7,-1.3,2.8
COc1ccc(C(=O)NN/C(C)=C/C(=O)c2ccccc2)cc1,0.7,13.9,-5.9,-0.4,4.6,1.9,x

# Exported as tab-separated lines: 3 of the compounds above.
SMILES	Casp6 inh	esBAF inh	SIRT5 block	S100A4 MyoIIA	C2C12 statin	FN deposit inh	LGR2 antag
CC(C)(C)NC(=S)N/N=C\c1ccc(-c2ccc([N+](=O)[O-])cc2)o1	-1.1	-14.2	4.3	-3.9	13.0	-5.7	-22.3
C[C@@H]1CN([C@H](C)CO)C(=O)CCCn2nncc2CO[C@H]1CN(C)C(=O)Nc1ccccc1F	0.4	2.5	-1.6	21.8	-5.2	-1.1	-5.1
CCOc1ccc(CCNC(=O)COC(=O)c2cccnc2OCC)cc1OCC	x	0.9	x	x	41.0	x	0.6

# Carrying on.
SMILES,Casp6 inh,esBAF inh,SIRT5 block,S100A4 MyoIIA,C2C12 statin,FN deposit inh,LGR2 antag
C(=N\Nc1nc(N2CCCCC2)nc(N2CCCCC2)n1)/c1c[nH]c2ccccc12,-0.6,x,-1.6,-1.4,x,2.3,12.6
Cc1ccc(S(=O)(=O)N(C)C[C@@H]2Oc3ccc(NC(=O)C4CCCCC4)cc3CC(=O)N([C@H](C)CO)C[C@@H]2C)cc1,-2.3,-2.3,2.1,0.9,-20.1,x,-0.6
COc1ccccc1NC(=O)NCc1ccco1,-1.7,x,6.4,-1.3,x,0.8,-15.5
CCCCC(=O)Nc1ccc(C(=O)N(CC)c2ccccc2C)cc1,-4.0,x,x,-7.9,x,3.3,22.8
COc1ccc([C@H]2[C@@H]3C=CCC[C@@]3(C)C(=O)N2Cc2ccccc2)cc1Cl,0.7,-7.5,-3.9,-2.4,7.8,-4.6,15.6
COC(=O)C1=CN(c2cc(C)cc(C)c2)C=C(C(=O)OC)C1c1cccc(F)c1,3.3,-9.2,-1.0,-1.4,1.4,x,1.1
Cc1ccc(OC(=O)N2CCOCC2)cc1,x,21.6,x,x,-2.2,0.8,x
C[C@@H]1CN([C@H](C)CO)C(=O)c2cc(NC(=O)Nc3ccc(F)cc3)ccc2O[C@@H]1CN(C)Cc1ccc(C(=O)O)cc1,-3.2,-0.6,-2.2,-24.8,2.9,9.8,-4.8
